CHO parental Ca: counter-screen: ATP calcium response change in parental CHO cells; parental CHO-K1, ATP-induced calcium, Fluo-8 fluorescence; inhibition, % at 5.6 µM; 0.63% of 330,000 active; AID 463079;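 active = inhibition above that plate's mean sample inhibition plus 3 SD, cut at about 26% in these data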;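 also: 0% = ATP-challenged DMSO wells and 100% = DMSO wells without ATP; some compounds past the cut are filed as inactive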
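Material – parental CHO cells · Reagent – ATP stimulus · Compound – single nominal dose of 5.6 µM per compound · Detection – Fluo-8 fluorescence · Read-out basis – percent inhibition of calcium signal · Controls – ATP-challenged DMSO wells low, unchallenged DMSO wells high · Repeats – no replicates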
GPR7 antagonist: human neuropeptides B/W receptor 1 antagonism; P48145; GPR7-expressing cells, fluorescence antagonist assay; inhibition, % at 4.4 µM; 1.1% of 290,000 active; AID 1861; in the data active = inhibition above about 16%, passing the limit was not always enough;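 also: cells stimulated with the agonist NPW; 0% = agonist with vehicle and 100% = vehicle without agonist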
Target sequence (P48145 whole entry, looked up): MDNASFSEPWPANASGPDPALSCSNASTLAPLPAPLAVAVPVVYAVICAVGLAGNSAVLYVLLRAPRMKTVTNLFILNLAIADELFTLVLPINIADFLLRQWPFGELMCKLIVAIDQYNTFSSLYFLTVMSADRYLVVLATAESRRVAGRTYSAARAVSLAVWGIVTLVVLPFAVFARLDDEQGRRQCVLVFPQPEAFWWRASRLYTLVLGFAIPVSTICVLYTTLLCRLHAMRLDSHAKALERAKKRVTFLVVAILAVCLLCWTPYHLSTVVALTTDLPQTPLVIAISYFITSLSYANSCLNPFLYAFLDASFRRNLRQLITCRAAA
M1 PAM parental: nonselective activator or artifact in parental CHO-K1 calcium assay; ATP EC20, Fluo-8 calcium fluorescence; 0% at ATP EC20, 100% at ATP max; activation, % at 3 µM; 0.02% of 360,000 active; AID 602247;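 active = activation above the run cutoff, the mean activation of all test compounds plus 3 SD, cut at about 40% in these data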;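 also: peak over basal fluorescence ratio in a 140 s read after ATP addition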
OXTR potentiator: potentiates the human oxytocin receptor response. CHO-OTR cells, Fluo-8 calcium fluorescence, potentiator mode; 0% = oxytocin EC15, 100% = EC100. activation, % at 3 µM. 0.061% of 320,000 active. AID 2445;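 active = activation above that plate's cutoff, the mean activation of tested compounds plus 3 SD, cut at about 6.6% in these data, passing the limit was not always enough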;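 also: 100% uses oxytocin at 75 nM as the full agonist control; some results filed as inactive read as strong as hits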
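Replication – single well per compound, singlicate · Assay system – CHO cell line stably expressing human OTR · Timing – 6 min pre-incubation, 100 s read · Measure – normalized max/min fluorescence ratio, % activation · Doses – 3.0 µM, one dose · Detection – Fluo-8 calcium dye fluorescence · Probe or stimulus – oxytocin near EC15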
CHO-K1 Ca ag: counter-screen for M1 agonists: effect in parental CHO-K1 cells; Fluo-8 calcium fluorescence; scaled to maximal ATP response, vehicle zero; activation, % at 3 µM; 0.48% of 360,000 active; in the data active = activation above about 15%;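 also: untransfected CHO-K1 host cells lacking M1 receptor as counterscreen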
TAAR1 antagonist: antagonists of human TAAR1; AID 624466; inhibition, % at 3 µM; 1.5% of 360,000 active; CHO RD-HGA16 TAAR1, Fluo-8 calcium fluorescence, antagonist; Q96RJ0;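 active = inhibition above a per-plate cutoff, the mean inhibition of test compounds on that plate plus 3 SD, cut at about 49% in these data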;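 also: 0% = DMSO plus EC80 beta-PEA response and 100% = DMSO alone without agonist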
Target sequence (Q96RJ0 whole entry, looked up): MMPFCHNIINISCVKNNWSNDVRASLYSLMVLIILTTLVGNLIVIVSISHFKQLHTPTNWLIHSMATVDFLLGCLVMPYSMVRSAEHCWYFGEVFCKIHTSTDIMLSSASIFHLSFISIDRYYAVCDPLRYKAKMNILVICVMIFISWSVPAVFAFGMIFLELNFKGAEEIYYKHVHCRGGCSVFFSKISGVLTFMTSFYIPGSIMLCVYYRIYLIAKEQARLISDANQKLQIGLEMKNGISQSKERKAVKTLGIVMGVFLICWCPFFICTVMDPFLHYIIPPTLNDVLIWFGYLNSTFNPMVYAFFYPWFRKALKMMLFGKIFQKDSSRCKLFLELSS
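test system = CHO RD-HGA16 cells bearing hTAAR1 | replication = singlicate | controls = DMSO-only wells and EC80 β-PEA-stimulated wells | reagent = EC80 β-phenethylamine stimulus | read-out basis = percent inhibition of PEA-evoked calcium signal, max/basal emission ratio | schedule = seeding 17-24 h prior, 75-min 37 °C, 30-min RT dye loading | signal = kinetic Fluo-8 calcium fluorescence measurement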
V1aR counter: V1a receptor agonism, counter-screen for OXTR agonists; CHO-V1R cells, Fluo-8 calcium fluorescence, agonist mode; 0% DMSO, 100% 3 nM vasopressin; 0.25% of 320,000 active; AID 2797; P37288; activation, % at 3 µM;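 active = activation above the mean activation of all tested compounds plus 3 SD, per screening run, cut at about 20% in these data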;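 also: signal is peak over basal fluorescence ratio across a 100 second FLIPR read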
CHO-K1 Ca antag: nonselective inhibitor or artifact in parental CHO-K1 cells | ATP-induced calcium, Fluo-8 fluorescence | inhibition, % at 3 µM | 0.6% of 360,000 active;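 active = inhibition above a per-plate cutoff, the plate's mean sample inhibition plus 3 SD, cut at about 24% in these data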;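 also: 0% = DMSO plus EC80 ATP and 100% = DMSO alone without ATP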
OXTR agonist: human OXTR agonism; CHO-OTR cells, Fluo-8 calcium fluorescence; normalized: DMSO 0%, oxytocin 100%; activation, % at 3 µM; 0.32% of 320,000 active; AID 2435;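 active = activation above the mean of all tested compounds plus 3 SD, cutoff set per screening run, cut at about 20% in these data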;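 also: peak over basal fluorescence ratio from a 100 s FLIPR kinetic read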
* hit, by the source's call; x = no result given.

Fields – CHO parental Ca, GPR7 antagonist, M1 PAM parental, OXTR potentiator, CHO-K1 Ca ag, TAAR1 antagonist, V1aR counter, CHO-K1 Ca antag, OXTR agonist
1) O=C(CN1C(=O)c2ccc([N+](=O)[O-])cc2C1=O)Nc1nnc(C2CC2)s1
 : -1, x, 2, 0, -0.4, -15, 0.5, -10, 1.3
2) Cc1ccc(Nc2cc(C)nc3ccccc23)c(C)c1
 : -4, x, 7, -5, 6.8, 5, 1.0, -2, 0.5
3) O=C(Nc1cccc2nsnc12)c1cccnc1Cl
 : -6, -9, 3, -6, 0.0, -17, 0.9, -9, -0.3
4) O=C1C2CC=CCC2C(=O)N1c1ccc(Cc2ccncc2)cc1 (stereo unspecified)
 : -8, -2, -2, -14, 10, 2, 6.6, -11, 11
5) Cc1cccc2cc(CN(CC3CCCO3)C(c3nnnn3Cc3ccco3)C(C)C)c(=O)[nH]c12 (stereo unspecified)
 : -23, -11, 20, -8, 0.2, -15, -1.4, -10, -2.1
6) CC(=O)Nc1ccc(NC(=O)C(C)OC(=O)c2ccccc2Sc2ccccc2C#N)cc1 (stereo unspecified)
 : 2, -4, 10, -3, 1.3, 18, 1.3, 0, 1.5
7) Cc1ccc(/C=C/C(=O)Nc2ccc(S(N)(=O)=O)cc2)o1
 : 0, 1, 13, -12, 1.2, -17, 0.1, -15, 0.3
8) CCCCC(=O)NC(N1CCCCC1)C(Cl)(Cl)Cl (stereo unspecified)
 : -8, 6, 8, -1, 0.5, -2, 0.1, 0, 0.7
9) CCN1C(=O)C(C)S/C1=N\S(=O)(=O)c1ccc(Cl)s1 (stereo unspecified)
 : -9, 10, 22, -3, 0.2, -10, 0.8, -17, 0.9
10) CCO[C@@H]1OC(C(=O)N2CCN(C)CC2)=C[C@H](c2coc3ccccc3c2=O)[C@H]1CCCO
 : -4, -10, -6, -1, 0.4, 2, 0.3, -8, 0.6
11) Cc1ccc(C(=O)N2CCCC2)c(F)c1F
 : -9, -4, -10, 1, -0.1, 1, 0.7, -7, 0.4
12) Cc1cc2cccc(C)c2nc1SCC(=O)NC1CCCCC1
 : 8, -13, -3, -2, 0.2, -15, 0.1, 3, 0.5
13) COc1cccc(NC(=O)CN(C)C(=O)c2ccc(S(=O)(=O)Nc3ccccc3C)cc2)c1
 : -12, x, 10, 0, 1.3, -1, 1.1, -12, 0.0
14) O=C(NCCc1c[nH]c2ccccc12)c1cc2ccccc2oc1=O
 : -4, -5, 20, -6, 7.6, 10, 2.6, -1, 1.0
15) Cc1c(C(=O)N2CCCCC2)nn(-c2ccc(Cl)cc2)c(=O)c1C#N
 : -20, -16, 19, 4, -0.5, -11, -1.4, -23, -2.7
16) CC(C)[C@H](NC(=O)N1CC(=O)Nc2ccccc21)C(=O)Nc1nccs1
 : 3, -6, 15, -2, 0.2, -27, 0.4, -3, 0.2
17) CCCOC(=O)c1ccc(NC(=O)c2ccccc2OC)cc1
 : -11, -5, 0, -7, 0.8, 0, -0.3, 1, -0.1
18) COc1cccc(CNC(=S)Nc2ccc(Cl)cc2C)c1
 : -19, 2, 10, -5, 5.4, 3, 3.3, -6, 0.6
19) O=C1Nc2ccccc2C1C(C[N+](=O)[O-])c1ccccc1 (stereo unspecified)
 : -3, -6, 6, 1, 2.9, 0, -0.2, -10, 1.0
20) CC(C)CCNC(=O)C(c1ccc(O)cc1)N(Cc1cccs1)C(=O)C1COc2ccccc2O1 (stereo unspecified)
 : -20, -8, 11, -15, 4.9, 57*, 4.1, -2, -2.0

Carrying on:
Fields – CHO parental Ca, GPR7 antagonist, M1 PAM parental, OXTR potentiator, CHO-K1 Ca ag, TAAR1 antagonist, V1aR counter, CHO-K1 Ca antag, OXTR agonist
21) COc1cccc(N(CC(=O)N2CCN(C)CC2)S(=O)(=O)c2ccccc2)c1
 : -3, -14, -7, 2, 0.3, -4, 0.8, -6, 0.3
22) O=C(C[n+]1ccc(C(=O)N/N=C/c2ccc(O)cc2)cc1)c1ccccc1
 : 5, 12, 12, -5, 0.1, -7, -0.5, -6, -0.2
23) O=C(CN1CCN(C(c2ccccc2)c2ccccc2)CC1)N1N=CCC1c1ccccc1 (stereo unspecified)
 : -12, -3, 18, -5, 4.9, -28, 1.3, -9, 1.9
24) CS(=O)(=O)C1=NN2C(=N)/C(=C\c3ccc(OC(=O)c4ccco4)cc3)C(=O)N=C2S1
 : -2, 10, 3, 1, -0.1, 5, -0.2, -1, -0.7
25) COc1ccc(S(=O)(=O)NC2CC(=O)N(c3ccc4c(c3)OCCO4)C2)cc1 (stereo unspecified)
 : -25, x, 5, 3, 2.0, -2, -0.8, 5, 0.3
26) COCCCn1c(SCC(=O)N2CCOCC2)nc2ccccc2c1=O
 : -3, -6, 7, -4, 0.7, -8, 0.3, -17, 0.2
27) CCOC(=O)C(=CNc1ccc(N2CCCCC2)c(S(=O)(=O)Nc2ccccc2OC)c1)C(=O)OCC
 : x, x, -11, x, -0.5, 5, x, 7, x
28) COC(=O)C(CC(=O)CNC(=O)c1ccccc1)NC(=O)c1ccccc1 (stereo unspecified)
 : x, x, -16, x, -0.2, 3, x, 2, x
29) Cc1occc1C(=O)N1N=C(C2CC2)CC1(O)C(F)(F)F (stereo unspecified)
 : -1, -5, 11, 0, 0.5, 8, 0.0, 13, -1.5
30) COCCNS(=O)(=O)c1ccccc1
 : -15, 1, 4, 1, 0.7, -9, 0.1, -11, 0.5
31) CC1CCCN(Cc2nc3c(c(=O)n(C)c(=O)n3C)n2CCc2ccccc2)C1 (stereo unspecified)
 : -7, 11, 21, -4, 0.2, -9, 0.2, 0, -0.5
32) O=C(O)CCC(=O)N1CCc2cc(S(=O)(=O)NCc3cccs3)ccc21
 : -12, -6, 3, -8, 0.3, 2, 0.4, -6, 1.0
33) O=C(CC(NC(=O)OCc1ccccc1)c1nn[nH]n1)OCc1ccccc1 (stereo unspecified)
 : x, x, 14, x, 0.4, -15, x, -11, x
34) CN(CCCCOc1ccc(F)cc1)Cc1ccccc1
 : -14, 16, 15, -10, 0.8, -2, 1.3, -14, 2.3
35) Cn1c(C(=O)O)cc2c(=O)n3ccccc3nc21
 : -1, 2, -8, -5, 0.0, -13, -0.8, 3, 0.8
36) Cn1c(=O)c2c(nc(N3CCCCCC3)n2CCSc2nc3ccccc3o2)n(C)c1=O
 : -12, -2, 1, -3, 2.5, 0, -0.8, 8, -1.3
37) COc1cc(NC(=O)c2ccco2)c(OC)cc1NC(=O)CCC(=O)Nc1cc(C)cc(C)c1
 : -28, -7, 6, -2, 0.8, 10, -1.6, -1, -2.1
38) Cc1cc2n(n1)SC(Nc1cccc3ccccc13)N2 (stereo unspecified)
 : 3, -4, 14, -15, 5.5, 6, 4.4, 10, 9.1
39) Cc1cc(NC(=O)c2ccc(F)c(S(=O)(=O)N3CCCCC3)c2)no1
 : x, -1, 8, x, 4.9, -11, x, -2, x
40) COc1ccc(CNC(=S)Nc2cccc(C)c2C)cc1
 : -18, 6, 20, -13, 0.6, -3, 0.3, 2, -0.6

Next structures.
Fields – CHO parental Ca, GPR7 antagonist, M1 PAM parental, OXTR potentiator, CHO-K1 Ca ag, TAAR1 antagonist, V1aR counter, CHO-K1 Ca antag, OXTR agonist
41) Cc1nnsc1C(=O)N1CCCC1(C)C(=O)O (stereo unspecified)
 : x, x, 9, x, 0.4, 5, x, -13, x
42) COC(=O)/C=C/c1ccc(OC(=O)c2ccncc2)cc1
 : 1, -7, 25, -4, 1.4, 4, 2.4, -7, 0.8
43) COc1ccc(CC(=O)Nc2sc(Cc3ccccc3)c(C)c2C(N)=O)cc1
 : -17, -5, 1, -6, 0.5, 8, 0.9, -15, 0.8
44) O=C(Nn1c(=S)[nH]c2ccccc2c1=O)c1ccncc1
 : 8, -12, 16, -7, 1.6, -5, -0.1, -9, 0.5
45) Cc1ccc2c(c1)N(CC(=O)NCCCN1CCOCC1)C(=O)C(C(C)C)O2 (stereo unspecified)
 : 1, x, -5, -4, 0.3, -11, 0.2, 2, 0.0
46) CC1(C(=O)N2CCC(CO)(Cc3cccc(C(F)(F)F)c3)CC2)CC1
 : -8, 1, 15, 0, 2.6, -17, 4.5, -6, 0.4
47) CCn1cc([N+](=O)[O-])c(C(=O)N2CCCCCC2)n1
 : 0, -21, 12, -2, 0.8, 0, -1.0, -15, 0.0
48) O=C(CSc1nc2ccccc2c(=O)[nH]1)NCc1ccc(Cl)cc1
 : -22, -1, -6, -5, 0.4, 1, -0.2, 6, -0.6
49) CCC(=O)Nc1cc(C(=O)OCC(=O)c2ccccc2)ccc1C
 : -7, -5, 11, -1, 0.0, 1, 0.2, -4, 0.2
50) CC(=O)c1ccc(OCC(=O)NC(=O)NC2CCCCC2)cc1
 : 10, -8, -13, -8, 12, 21, 12, -8, 11
51) CC[C@H](NC(=O)c1c(C)c(-c2ccccc2)nc2ccccc12)c1ccccc1
 : -5, x, 6, -5, -0.3, -15, 0.7, 17, 1.4
52) COc1ccc(N/C=C/C(=O)c2ccc(C)cc2)c([N+](=O)[O-])c1
 : -9, 19, 13, -2, 0.0, -13, 0.3, -5, -0.2
53) CC1(C)CC(=O)N(c2cc(Cl)cc(Cl)c2)C(=O)C1
 : -3, -5, -7, -7, -0.2, -10, 0.0, -4, 0.0
54) c1ccc(-c2noc(CCC3CCCC3)n2)cc1
 : -2, -5, 12, -2, -0.3, -6, -0.5, -12, 0.3
55) CCOc1ccc(C(CCc2ccccc2)NC(=O)c2ccccc2F)cc1OCC (stereo unspecified)
 : -12, 4, 13, -6, 0.0, -20, 2.5, -15, 0.1
56) CC(=O)Nc1ccc(NC(=O)c2cc(C3CC3)nc3c2cnn3C(C)C)cc1
 : x, x, -23, x, 1.9, 32, x, 7, x

Single entries from the entries so far:
O=C(O)CCC(=O)N1CCc2cc(S(=O)(=O)NCc3cccs3)ccc21 – OXTR agonist: 1.0
CCN1C(=O)C(C)S/C1=N\S(=O)(=O)c1ccc(Cl)s1 (stereo unspecified) – CHO parental Ca: -9

Screening results: PubChem BioAssay, The Scripps Research Institute Molecular Screening Center
